Compound activity as filed in PubChem.
TNAP inh no acc: human TNAP enzyme inhibitors, primary screen, biochemical, luminescent, no phosphate acceptor, uHTS; Alkaline phosphatase, tissue-nonspecific isozyme (Homo sapiens), P05186; purified TNAP, CDP-star luminescence, 30 min; inhibition, % at 20 µM; 200,000 tested, 0.26% active; AID 1012, 2008;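 active = tissue-nonspecific alkaline phosphatase inhibition above about 50% at 20 µM in the single-dose screen, limit read from the data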;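 note: 0% = DMSO negative control and 100% = EDTA positive control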
Target sequence (P05186 whole entry, looked up): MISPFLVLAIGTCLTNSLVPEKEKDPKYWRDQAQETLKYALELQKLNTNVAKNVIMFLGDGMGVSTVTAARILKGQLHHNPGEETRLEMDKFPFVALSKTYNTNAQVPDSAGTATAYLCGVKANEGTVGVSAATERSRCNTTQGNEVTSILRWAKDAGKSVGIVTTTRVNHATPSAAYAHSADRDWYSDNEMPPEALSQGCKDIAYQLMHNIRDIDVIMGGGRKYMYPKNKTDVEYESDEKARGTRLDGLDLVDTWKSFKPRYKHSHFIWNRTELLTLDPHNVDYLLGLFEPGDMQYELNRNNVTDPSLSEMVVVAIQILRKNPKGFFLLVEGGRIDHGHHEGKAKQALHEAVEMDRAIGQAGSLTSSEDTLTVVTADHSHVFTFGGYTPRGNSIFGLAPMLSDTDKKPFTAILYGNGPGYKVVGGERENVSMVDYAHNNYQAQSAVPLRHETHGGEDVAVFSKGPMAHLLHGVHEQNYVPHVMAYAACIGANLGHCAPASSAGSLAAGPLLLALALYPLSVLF
PMI act satM6P: human PMI activators, high substrate, primary screen, biochemical, fluorescence intensity, near-saturating mannose 6-phosphate; Mannose-6-phosphate isomerase (Homo sapiens), P34949; coupled PMI enzyme assay, resazurin fluorescence, 20 min; stronger effect = higher value; 1 = untreated enzyme, 0 = substrate-free blank; activation factor at 20 µM; 190,000 tested, 0.34% active; AID 1216, 2008;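 active = activation factor of 2 or more at 20 µM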
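Test system: human phosphomannose isomerase with PGI, G6PDH, diaphorase coupling enzymes; amount: 15 ng/mL PMI; incubation: enzyme reaction with compound 20 min at room temperature; technique: resorufin fluorescence (Ex 544/Em 590 nm) from resazurin via diaphorase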
PMI act: activators of human PMI, primary screen, biochemical, fluorescence intensity, near-Km mannose 6-phosphate. Mannose-6-phosphate isomerase (Homo sapiens), P34949. purified human PMI, coupled resazurin fluorescence, 20 min; stronger effect = higher value; 1 = vehicle control, 0 substrate-free wells. activation factor at 20 µM. 190,000 tested, 0.005% active. AID 1214, 2008;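 active = activation factor of 2 or more at 20 µM, relative to plate controls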
RAM inhibit: inhibitors of the yeast RAM network, primary screen, dse1pr::URA3 reporter, 5-FOA selection | S. cerevisiae dse1pr::URA3 reporter, 5-FOA growth OD615, 2 d; analog-sensitive cbk1-as2 kinase mutant strain | inhibition, % at 50 µM | 190,000 tested, 1.8% active;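 active = inhibition above a set limit, 3 SD over mean compound inhibition, cut at about 8.4% in these data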;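 note: 0% = DMSO-only wells with no growth and 100% = 10 µM 1-NA-PP1 full growth; inhibition rescues growth on 5-FOA so higher OD means more RAM inhibition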
TNAP inh hiacc: human TNAP enzyme inhibitors, primary screen, biochemical, luminescent, high phosphate acceptor level, uHTS; purified TNAP, CDP-star luminescence, 1 M DEA; 200,000 tested, 0.03% active; inhibition, % at 20 µM; Alkaline phosphatase, tissue-nonspecific isozyme (Homo sapiens), P05186;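 active = over 50% inhibition of tissue-nonspecific alkaline phosphatase at 20 µM in the single-dose screen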;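 note: plate controls were DMSO wells for no effect and EDTA-quenched wells as full inhibition for full effect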
DTT redox prof: compounds producing H2O2 with reducing agent – biochemical, NIH compound library profiling, artefact control for MLSCN library redox annotation, primary screen; DTT-dependent redox cycling H2O2, phenol red/HRP absorbance; 100% = 100 µM peroxide control, 0% = buffer; activation, % at 10 µM; 200,000 tested, 0.03% active;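 active = activation of at least 50% relative to the plate's high and low controls in the primary single-dose screen; inactive = activation below 50%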;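 note: compound incubated with DTT at 0.8 mM final as the reducing agent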
Lmaj promast: Leishmania major promastigote growth inhibition, primary screen; Leishmania major promastigotes, resazurin fluorescence viability; inhibition, % at 10 µM; 200,000 tested, 9% active; in the data active = inhibition above about 50%;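 note: promastigotes grown with compound for 44 hours at 28 °C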
S1P3 antag: S1P3 receptor antagonists, primary screen, cell-based. Sphingosine 1-phosphate receptor 3 (Homo sapiens), Q99500. CHO S1P3 NFAT-BLA reporter, FRET fluorescence, antagonist mode. inhibition, % at 4.98 µM. 170,000 tested, 0.27% active. AID 485, 2006;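 active = inhibition above the plate cutoff, the mean inhibition of test wells on that plate plus 3 SD, cut at about 28% in these data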;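 note: cells challenged with S1P at its EC80 of 0.8 µM; blue over green emission ratio from cleaved BLA substrate after 4 h stimulation; 0% = S1P-stimulated wells and 100% = unstimulated DMSO-only wells; some compounds past the cut are filed as inactive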
Target sequence (Q99500 whole entry, looked up): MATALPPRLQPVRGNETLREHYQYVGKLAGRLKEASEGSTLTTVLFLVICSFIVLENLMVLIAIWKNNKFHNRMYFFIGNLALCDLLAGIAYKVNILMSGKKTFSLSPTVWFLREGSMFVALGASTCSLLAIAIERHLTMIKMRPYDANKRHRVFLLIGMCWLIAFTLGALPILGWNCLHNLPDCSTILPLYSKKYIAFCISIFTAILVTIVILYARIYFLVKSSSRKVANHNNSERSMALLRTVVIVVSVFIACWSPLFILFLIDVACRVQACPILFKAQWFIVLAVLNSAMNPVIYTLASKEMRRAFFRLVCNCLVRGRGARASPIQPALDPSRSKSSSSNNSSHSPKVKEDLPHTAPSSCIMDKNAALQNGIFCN
HMGR II inh: inhibitors of E. faecalis class II HMGR, primary screen, biochemical, Enterococcus faecalis; purified E. faecalis HMGR, NADPH absorbance 340 nm kinetic; inhibition, % at 10 µM; 190,000 tested, 0.41% active; AID 1066, 2008;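 active = inhibition above a set limit, the median over all tested compounds plus 3 SD, cut at about 9.5% in these data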;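 note: enzyme runs in reverse so mevalonate oxidation gives rising NADPH absorbance; 0% = complete reaction with DMSO and 100% = background rate lacking mevalonate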
Hsp70 activator: Hsp70 transcriptional activators, primary screen, cell-based, HeLa, Hsp70 promoter luciferase, luminescence, 10 µM | HeLa Hsp70 promoter luciferase reporter; scaled: vehicle 0, proteasome-inhibitor control 100% | activation, % at 10 µM | 200,000 tested, 0.04% active | AID 1203, 2008;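 active = activation above the mean across all tested compounds plus 3 SD, cutoff set per campaign, cut at about 5.5% in these data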;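 note: 100% = MG132 at 30 µM as the positive control and 0% = DMSO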
The depositor's hits bear a star; / = no result given.

(1) COCCCNC(=O)CC1C(=O)N(Cc2ccccc2)C(C)c2nc3ccccc3n21 (stereo unspecified)
(2) Cc1ccc(C(=O)NC2CCCc3ccccc32)o1 (stereo unspecified)
(3) COCCOC(=O)c1[nH]c2c(c1C)C(=O)CC(c1cccs1)C2 (stereo unspecified)
(4) COc1ccc(N)cc1C#N
(5) Cc1cc(CNC(=O)COc2ccc(C)c(C)c2)c2ccccc2n1
(6) O=C(Oc1ccc2c(c1)OCC2=O)c1ccccc1
(7) COCCN1CCc2[nH]c(=S)[nH]c(=O)c2C1
(8) CCNC(=S)N1CCN(c2ccccn2)CC1

screen / no.	1	2	3	4	5	6	7	8
TNAP inh no acc	-1	2	-21	-12	-13	-44	-7	-6
PMI act satM6P	1	0.8	1	0.9	1.2	0.9	0.9	0.9
PMI act	1	1	1	0.9	1.1	0.9	0.9	0.9
RAM inhibit	0.9	1.3	0.9	-1.1	-0.4	0.5	1.1	0.5
TNAP inh hiacc	1	-2	-4	-6	-4	-1	-1	0
DTT redox prof	-0.2	2.1	-0.4	-0.7	-0.3	-0.8	0.0	-0.2
Lmaj promast	-1	16	12	-2	-3	-3	-5	-4
S1P3 antag	-2	-3	0	-3	1	-25	-14	7
HMGR II inh	-4	1	0	-3	-1	-2	-3	-10
Hsp70 activator	-0.1	-0.4	-0.2	-0.1	-0.2	0.4	0.0	-0.2

(9) Nc1nc(SCc2ccccc2Cl)[nH]c(=O)c1-c1ccccc1
(10) CCN1C(=O)C(CC(=O)Nc2cccc(C(C)=O)c2)S/C1=N\c1ccccn1 (stereo unspecified)
(11) CN(C)c1nc(-c2ccc([N+](=O)[O-])cc2)cs1
(12) CCOC(=O)c1cccc(NC(=O)C2CCC(CNc3c(N4CCOCC4)c(=O)c3=O)CC2)c1 (stereo unspecified)
(13) COc1ccc(C(=O)c2ccc(Br)cc2)cc1
(14) Cc1nc2ccccc2n1CC(=O)N1CC(=O)Nc2ccccc21
(15) CCOC(=O)C1=C(N)n2c(s/c(=C\c3ccco3)c2=O)=C(C(=O)OC(C)C)C1c1ccco1 (stereo unspecified)
(16) COc1ccc(N=CC2=C(O)CC(C)(C)CC2=O)cc1

screen / no.	9	10	11	12	13	14	15	16
TNAP inh no acc	2	-3	-2	-4	-1	-8	5	-8
PMI act satM6P	1	1	0.9	1.1	1	1	1.2	0.9
PMI act	1	1.1	0.9	1	1	0.9	1.1	0.9
RAM inhibit	3.4	3.6	1.3	1.4	1.9	0.7	2.4	0.4
TNAP inh hiacc	-2	-9	2	-10	0	-2	12	-5
DTT redox prof	0.2	-0.2	-0.2	-0.9	0.2	-0.1	-1.8	3.2
Lmaj promast	5	-4	-4	-7	-2	-5	10	3
S1P3 antag	/	3	/	-11	/	-6	/	-6
HMGR II inh	-5	-1	1	-9	4	1	-4	-1
Hsp70 activator	-0.4	-0.1	-0.2	-0.2	0.2	-0.3	0.0	0.1

(17) CC(C)NC(=O)CSc1nc2ccccc2n1CC(=O)N1CCc2ccccc21
(18) COC(=O)c1cc(NC(=O)CC2C(=O)NCCN2C(=O)c2ccc(F)cc2)cc(C(=O)OC)c1 (stereo unspecified)
(19) Cc1cccc(C)c1NC(=O)CSc1cc(C(=O)c2nccn2C)c2ccccc2n1
(20) CCCn1c(O)c(/C=C2\C=NN=C2c2ccccc2)sc1=S
(21) O=C(ONC1=NCCCCC1)c1ccc([N+](=O)[O-])cc1
(22) COc1ccc(N2CCN(CC(=O)N3CCC(C)CC3)CC2)cc1
(23) C=CCn1c(Cc2ccc(OC)cc2)nnc1SCC(N)=O
(24) Cc1ccc(C2C(C(=O)c3sc(C)nc3C)=C(O)C(=O)N2CCN2CCOCC2)o1 (stereo unspecified)

screen / no.	17	18	19	20	21	22	23	24
TNAP inh no acc	-2	2	-9	-6	-9	-8	-12	-13
PMI act satM6P	1.1	0.9	0.9	1	1	0.9	1	0.8
PMI act	1.1	0.9	0.9	0.9	1.1	1	0.9	1
RAM inhibit	2.7	0.3	2.4	8.3	0.1	0.7	1.1	0.1
TNAP inh hiacc	-9	2	-2	3	-6	-3	-3	-4
DTT redox prof	0.2	0.0	-0.3	0.3	-1.1	1.5	0.4	1.3
Lmaj promast	-1	-2	5	26	0	-3	-5	-1
S1P3 antag	-38	/	3	/	1	-16	/	-22
HMGR II inh	-7	-6	-3	-1	-4	-8	-3	-1
Hsp70 activator	-0.7	0.0	-0.4	0.3	-0.1	-0.1	-0.3	0.1

(25) Cc1occc1C(=O)NNC1=CC(=O)CC(C)(C)C1
(26) Cc1n[nH]c(C)c1S(=O)(=O)N1CCN(C(=O)c2ccco2)CC1
(27) COc1cc(OC)cc(C(=O)N[C@H](C(=O)OCC(=O)NC(=O)c2cccn2C)C(C)C)c1
(28) Cn1c(=O)c2c(nc(N3CCCCC3)n2CCSc2nc3ccccc3s2)n(C)c1=O
(29) Cc1ccc(N=Cc2c(O)n(-c3nccs3)c(=O)c3ccccc23)cc1
(30) CC1(C)NC(C)(C)c2nonc2/C1=N\O
(31) Cc1nc(Nc2ccccc2)sc1C
(32) Cc1ccc(C)c(N2CCN(C(=O)Cn3c(=O)[nH]c4ccsc4c3=O)CC2)c1

screen / no.	25	26	27	28	29	30	31	32
TNAP inh no acc	-6	60*	-2	-2	-27	-5	-5	-17
PMI act satM6P	1	1	0.9	0.9	1	0.9	0.9	1
PMI act	1	1	1	0.9	0.9	1	0.9	0.9
RAM inhibit	0.5	0.8	-1.0	1.3	6.7	-0.3	1.4	-0.5
TNAP inh hiacc	-4	-3	-1	2	0	-2	-2	-8
DTT redox prof	0.4	-1.0	-0.8	-1.6	0.3	-0.3	0.6	0.1
Lmaj promast	16	-9	0	16	2	-9	10	2
S1P3 antag	-12	-2	4	-8	-4	-4	-2	/
HMGR II inh	3	3	-2	-1	-4	2	2	4
Hsp70 activator	-0.3	0.0	-0.2	-0.1	-0.2	-0.2	0.0	-0.4

Sorted by value in Hsp70 activator (descending): three of the compounds above.
No. | molecule | TNAP inh no acc | PMI act satM6P | PMI act | RAM inhibit | TNAP inh hiacc | DTT redox prof | S1P3 antag | HMGR II inh | Hsp70 activator
30 | CC1(C)NC(C)(C)c2nonc2/C1=N\O | -5 | 0.9 | 1 | -0.3 | -2 | -0.3 | -4 | 2 | -0.2
25 | Cc1occc1C(=O)NNC1=CC(=O)CC(C)(C)C1 | -6 | 1 | 1 | 0.5 | -4 | 0.4 | -12 | 3 | -0.3
32 | Cc1ccc(C)c(N2CCN(C(=O)Cn3c(=O)[nH]c4ccsc4c3=O)CC2)c1 | -17 | 1 | 0.9 | -0.5 | -8 | 0.1 | / | 4 | -0.4

Going on with the list:
(33) NNC(=O)c1cc(Br)cs1
(34) N/C(=N\OC(=O)c1cc(-c2ccccc2)nc2ccccc12)c1ccncc1
(35) CSc1ccc(/C=N/n2c(Cc3ccc(Br)cc3)n[nH]c2=S)cc1
(36) O=S(=O)(c1cccc(C(F)(F)F)c1)N1CCN(c2nnnn2-c2ccccc2)CC1
(37) Cc1nn(Cc2ccccc2)c(Cl)c1C(=O)OC1CCOC1=O (stereo unspecified)
(38) CCC(=O)c1cn(CC(=O)NCC2CCCO2)c2ccccc12 (stereo unspecified)
(39) CCCN1Cc2cccc(C(=O)NCc3cccs3)c2C1=O
(40) CCOc1cc2c3c(c1)C1(C(=O)N3C(C)(C)CC2C)C(C#N)=C(N)N2C(=C1C#N)Nc1ccccc12 (stereo unspecified)

screen / no.	33	34	35	36	37	38	39	40
TNAP inh no acc	-2	-4	-16	-8	-15	-12	-15	5
PMI act satM6P	1.2	0.8	0.9	1.1	1	1	0.9	0.5
PMI act	1.2	0.9	0.9	1.1	1	1.1	0.9	0.8
RAM inhibit	1.2	2.4	10.0*	5.4	0.8	2.4	-0.1	7.6
TNAP inh hiacc	-4	0	-2	-1	-7	-3	-4	-2
DTT redox prof	0.0	-5.7	-0.2	0.3	2.9	-0.6	1.9	0.8
Lmaj promast	3	12	-2	-4	-6	-2	-1	66*
S1P3 antag	7	/	-6	-2	-6	/	-13	0
HMGR II inh	-1	1	6	-4	-3	-1	-4	-5
Hsp70 activator	-0.1	-0.2	0.1	0.0	0.1	-0.2	-0.3	-0.2

(41) CCOc1cc(N2CCOCC2)c(OCC)cc1NC(=O)CSc1nccc(C)n1
(42) CCOC(=O)N1CCC(NC(=O)c2cnn3cccnc23)CC1
(43) O=C(CCn1c(=O)sc2ccccc21)NCc1cccs1
(44) CC(C)CN1C(=O)/C(=C/c2ccco2)NC1=S
(45) CC(=O)c1c(C(C)=O)c(C)n(-c2ccc(N)cc2)c1C
(46) Cc1cccc(NC(=O)CCNS(=O)(=O)c2cccc3nonc23)c1
(47) COc1ccc(OC)c(C(C)NC(=O)Nc2cccc(C(C)=O)c2)c1 (stereo unspecified)
(48) O=C(/C=C/c1ccccc1Cl)N(Cc1ccccc1)C1CCS(=O)(=O)C1 (stereo unspecified)
(49) COC(=O)C1=C(C)N(c2ccc(OC)cc2)C(=O)/C1=C\c1cccs1
(50) COc1ccc(Oc2c(-c3ccc(O)cc3O)n[nH]c2C)cc1

screen / no.	41	42	43	44	45	46	47	48	49	50
TNAP inh no acc	0	-6	-4	10	-10	-12	-6	2	-3	-38
PMI act satM6P	0.8	1.1	1	1	1	1	0.9	0.9	0.9	0.9
PMI act	1	1	1	1.3	1	0.9	0.9	0.8	1	0.9
RAM inhibit	0.1	0.1	2.4	0.4	0.9	1.4	1.9	2.1	4.0	-1.0
TNAP inh hiacc	0	3	1	8	-3	-1	-2	3	9	-11
DTT redox prof	-1.7	2.4	0.5	-0.4	0.3	-5.1	-1.0	0.0	-0.2	-1.0
Lmaj promast	-7	14	-3	-2	0	-1	1	0	2	-10
S1P3 antag	10	-6	/	6	/	4	-62	7	-8	-12
HMGR II inh	1	-3	1	0	-8	-12	-1	-1	-4	-7
Hsp70 activator	-0.5	-0.1	-0.2	0.0	-0.3	-0.1	-0.1	0.1	-0.4	0.0

Individual results from the entries so far.
Under PMI act, no. 50 is entered as 0.9
Under Hsp70 activator, no. 45 is entered as -0.3

Shown as a hit in TNAP inh no acc (from the list above):
# | SMILES | TNAP inh no acc | PMI act satM6P | PMI act | RAM inhibit | TNAP inh hiacc | DTT redox prof | S1P3 antag | HMGR II inh | Hsp70 activator
26 | Cc1n[nH]c(C)c1S(=O)(=O)N1CCN(C(=O)c2ccco2)CC1 | 60* | 1 | 1 | 0.8 | -3 | -1.0 | -2 | 3 | 0.0
